EBV gp42 block – inhibitors of Epstein-Barr virus glycoprotein 42. Q1HVG2. Fluorescence polarization binding assay, mP read-out. inhibition, % (tested at 21.74 µM). 0.42% of 220,000 active; in the data active = inhibition above about 50%
Target sequence (Q1HVG2 whole entry, looked up): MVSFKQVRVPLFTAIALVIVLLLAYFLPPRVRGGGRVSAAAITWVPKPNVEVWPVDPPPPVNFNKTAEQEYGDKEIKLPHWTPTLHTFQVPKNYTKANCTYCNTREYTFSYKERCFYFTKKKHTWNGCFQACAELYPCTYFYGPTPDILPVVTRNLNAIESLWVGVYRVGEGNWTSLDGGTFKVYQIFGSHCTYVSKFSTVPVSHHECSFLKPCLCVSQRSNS
14-3-3 Bad PPI – disrupts binding of bovine 14-3-3 zeta to phospho-Bad peptide. P63103. inhibition, % at 21.7 µM. AID 781. 0.71% of 220,000 active. TR-FRET 14-3-3zeta/Dy647-pBad peptide displacement, 1 h;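 active = inhibition above about 70%, limit read from the data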;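 note: 0% = full 14-3-3 plus peptide FRET controls and 100% = background without 14-3-3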
Mdm2 ligase inh – Mdm2 E3 ligase (human) inhibition; AID 1230; signal enhancement, % at 5 µM; cell-based MDM2 ubiquitination luciferase reporter, 2 h; 0 = plate control, 100 = twice control, blank-subtracted; 0.11% of 210,000 active; Q00987;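 active = signal enhancement of 30% or more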;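 note: luminescence tracks abundance of the self-degrading MDM2-luciferase fusion protein; higher signal means inhibition of MDM2 E3 ligase activity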
Target sequence (Q00987 whole entry, looked up, the tested form may be a part): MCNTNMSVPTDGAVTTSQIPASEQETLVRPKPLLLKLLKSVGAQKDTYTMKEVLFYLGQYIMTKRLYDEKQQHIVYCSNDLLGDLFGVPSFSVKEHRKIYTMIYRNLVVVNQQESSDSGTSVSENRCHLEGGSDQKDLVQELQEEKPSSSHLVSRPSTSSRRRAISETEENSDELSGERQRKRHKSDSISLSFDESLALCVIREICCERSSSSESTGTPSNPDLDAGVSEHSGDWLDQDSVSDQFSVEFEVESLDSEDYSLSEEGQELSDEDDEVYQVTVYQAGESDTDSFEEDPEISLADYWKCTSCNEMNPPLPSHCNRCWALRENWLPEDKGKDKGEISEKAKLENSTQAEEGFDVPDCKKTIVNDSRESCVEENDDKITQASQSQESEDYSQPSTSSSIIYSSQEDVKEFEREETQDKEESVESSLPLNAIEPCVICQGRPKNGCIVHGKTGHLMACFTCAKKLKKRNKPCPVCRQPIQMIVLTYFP
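system = mammalian cells stably expressing self-ubiquitinating, self-degrading MDM2 E3–luciferase fusion | quantity = 2000 cells per well seeded | incubation = 4 h cell settling then 2 h compound exposure, 37 °C | signal = SteadyLite luminescence, 15 min reagent step | benchmarks = plate control and blank wells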
Tb hexokinase – T. brucei hexokinase 1 inhibition; recombinant TbHK1, G6PDH-coupled NADH A340; inhibition, % at 10 µM; 0.11% of 220,000 active;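 active = inhibition of 50% or more in the single-dose primary screen; inactive = inhibition below 50%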
L929 necroptosis – L929 zVAD cell death inhibition; L929 zVAD necroptosis rescue, ATP luminescence, 24 h; with zVAD 60 µM; viability rescue, % at 10 µM; 0.38% of 220,000 active;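 active = activation, scaled between plate controls, above about 75%, limit read from the data; inactive = activation under that limit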;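 note: 0% = zVAD with DMSO and 100% = DMSO alone without zVAD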
Hck Nef HTS – inhibitors of human Hck kinase activated by Nef; inhibition, % at 20 µM; 0.68% of 220,000 active; Recombinant Hck-YEEI plus Nef, Z-Lyte FRET kinase assay;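 active = Hck-Nef kinase inhibition above about 50%, limit read from the data; inactive = inhibition below that limit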;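 note: 0% = DMSO with Hck plus Nef and 100% = Hck alone without Nef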
Runt-SMMHC FRET – blocks binding of human RUNX1 Runt domain to CBFb-SMMHC; Cerulean-Runt/Venus-CBFb-SMMHC FRET ratio 530/480, 1 h; inhibition, % at 20 µM; 0.74% of 220,000 active; AID 1434;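 active = mean inhibition across duplicate retests at 20 µM reaching about 50%, limit read from the data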;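 note: 0% = DMSO wells and 100% = wells with excess untagged CBFb-SMMHC; inhibitors lower the FRET ratio by blocking Runt binding to CBFb-SMMHC; some results filed as inactive read as strong as hits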
NCF1 inh – inhibitors of human p47phox binding. P14598. p47phox/p22phox peptide binding, fluorescence polarization, 2 h. inhibition, % at 24.7 µM. 0.53% of 220,000 active;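 active = inhibition above about 30%, limit read from the data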;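 note: 0% = p47phox with labelled peptide and 100% = labelled peptide alone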
Target sequence (P14598 whole entry, looked up): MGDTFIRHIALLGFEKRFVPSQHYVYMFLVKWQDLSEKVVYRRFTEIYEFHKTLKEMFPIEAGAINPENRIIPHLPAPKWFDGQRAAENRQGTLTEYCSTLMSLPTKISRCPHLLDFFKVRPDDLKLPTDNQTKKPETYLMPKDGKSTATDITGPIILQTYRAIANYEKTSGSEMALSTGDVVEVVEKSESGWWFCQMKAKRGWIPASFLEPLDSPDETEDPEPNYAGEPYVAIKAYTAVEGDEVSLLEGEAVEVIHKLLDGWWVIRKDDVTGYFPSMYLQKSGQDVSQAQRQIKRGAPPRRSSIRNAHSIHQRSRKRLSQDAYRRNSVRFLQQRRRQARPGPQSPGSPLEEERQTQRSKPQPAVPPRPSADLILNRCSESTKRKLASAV
Runt-CBFb FRET – Runt domain-CBFb interaction inhibition; 0.46% of 220,000 active; Q01196+Q13951; AID 1496; inhibition, % at 20 µM; Cerulean-Runt/Venus-CBFb FRET ratio 530/480, 1 h;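 active = inhibition over about 50% at 20 µM in the single-dose screen, limit read from the data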;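 note: 0% = DMSO wells and 100% = excess unlabeled CBFb competitor control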
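Schedule: protein complex preformed 1 h, compound exposure 1 h, room temperature, dark; test system: Cerulean-labeled Runt domain protein; amount: 100 nM per protein; buffer or medium: Tris 50 mM pH 7.5, KCl, K2SO4, 0.01% BSA; read-out: loss of energy transfer signal; detection: FRET fluorescence; controls: 5 µM unlabeled CBFb as full-inhibition high control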
* hit, by the source's call; x = no result given; [ ] = dose if it differs, or a comment.

Values run as follows: Mdm2 ligase inh	Tb hexokinase	14-3-3 Bad PPI	EBV gp42 block	NCF1 inh	Hck Nef HTS	Runt-SMMHC FRET	L929 necroptosis	Runt-CBFb FRET
CC(C)c1ccc(NC(=O)COc2ccc(S(=O)(=O)N3CCOCC3)cc2)cc1
  -13.6	-7.4	-5.0	0.3	-5.0	-2.4	1.2	0.4	1.2
CC(C)(C)c1cc(=O)n2c(C#N)c(C#N)nc2[nH]1
  -12.4	-5.0	67.8	-9.9	-13.2	3.5	2.3	0.3	-1.1
CCOC(=O)N1CCN(C(=O)c2ccc(Cn3c(=S)[nH]c4cc(OCC)c(OCC)cc4c3=O)cc2)CC1
  17.1	-20.3	-9.6	-13.9	-12.1	44.5	1.5	-0.8	-0.4
Cc1ccc(C(=O)NC2CC3CCCC(C2)N3C(=S)NCc2ccco2)cc1 (centres undefined)
  -0.9	-3.2	-11.3	-15.4	-11.1	14.3	16.4	0.4	21.7
OCCCN=c1cc(-c2ccccc2)oc2ccc(Cl)cc12
  -24.5	-57.4	192.7*[fluorescence artefact?]	-26.8	-6.3	2.6	-4.5	0.8	-2.2
Oc1ccc(-c2cn3c(n2)SCC3)cc1
  -12.3	-4.5	49.2[fluorescence artefact?]	-24.2	-7.7	-1.1	6.5	-0.6	11.7
COc1ccccc1N1CCN(C(=O)c2c(-c3ccccc3)noc2C)CC1
  -6.1	-4.6	-2.6	-6.8	-6.3	1.5	0.7	2.5	0.3
COc1cccc(CN(C)C(=O)CCc2nnc(-c3ccsc3)o2)c1
  15.8	-1.8	-7.5	-23.9	1.5	23.8	-3.4	2.9	2.5
COc1ccc(S(=O)(=O)NCCc2ccccc2)cc1
  -4.7	-0.5	-0.1[fluorescence artefact?]	-25.8	-11.2	0.7	1.1	1.1	-0.2
Cc1ccc(C=C2C(=O)c3ccccc3C2=O)s1
  -18.1	-6.7	-9.0[fluorescence artefact?]	-12.1	-94.9	-11.1	-2.0	0.3	-2.2
CN1CCN(C(=S)c2ccc(N(C)C)cc2)CC1
  3.3	-13.2	-4.1	1.1	-9.9	-28.8	41.3	-1.0	47.8
Nc1nc(N)c2ncc(C(=O)CCc3ccccc3)nc2n1
  -1.4	-5.3	7.3	-0.4	-6.5	5.4	-24.9	0.8	6.9
CC(C)OC(=O)CSc1nnc(-c2cnccn2)n1C
  -0.8	5.2	4.7	-0.2	-3.4	5.7	-5.8	-0.4	-1.1
COc1ccccc1N1CCN(C(CNS(C)(=O)=O)c2cccnc2)CC1 (centres undefined)
  -33.0	0.1	-6.0	-8.8	-0.8	14.4	0.2	0.1	-2.7
O=C(CSc1ncccn1)NC(=O)NCc1ccccc1
  -24.9	1.3	9.2[fluorescence artefact?]	-11.9	-1.9	-1.1	-0.6	0.0	-0.2
Cc1cc(C(=O)COC(=O)c2ccncc2)c(C)n1CCc1ccc(F)cc1
  0.7	-6.2	4.2	-5.4	-12.1	16.6	-1.4	1.8	0.1
CCNC(=O)c1ccc(C2SCC(=O)N2CCc2ccccc2)cc1 (centres undefined)
  -1.4	-6.8	3.4	3.5	3.8	2.1	-3.8	0.3	-2.8
CCOc1ccc(C(=O)Nn2cnnc2)cc1OCC
  -11.9	-10.4	2.0	-20.6	-2.0	3.9	-2.6	-0.5	2.1
O=C(NC1CCS(=O)(=O)C1)C1C2CC3CC(C2)CC1C3 (centres undefined)
  -24.9	-8.4	-2.1	-10.4	-6.4	31.2	-1.6	-0.5	3.2
Cc1nn(C)c(Cl)c1CN1CCCC(CO)(Cc2cccc(Cl)c2)C1 (centres undefined)
  -10.2	-2.2	-9.4	-3.4	-16.0	15.8	-4.4	0.0	-1.0

Arranged by value in Hck Nef HTS (highest first): three from the list above
smiles | Tb hexokinase | 14-3-3 Bad PPI | EBV gp42 block | NCF1 inh | Hck Nef HTS | Runt-SMMHC FRET | Runt-CBFb FRET
COc1ccccc1N1CCN(C(CNS(C)(=O)=O)c2cccnc2)CC1 (centres undefined) | 0.1 | -6.0 | -8.8 | -0.8 | 14.4 | 0.2 | -2.7
CCOc1ccc(C(=O)Nn2cnnc2)cc1OCC | -10.4 | 2.0 | -20.6 | -2.0 | 3.9 | -2.6 | 2.1
Oc1ccc(-c2cn3c(n2)SCC3)cc1 | -4.5 | 49.2[fluorescence artefact?] | -24.2 | -7.7 | -1.1 | 6.5 | 11.7

Other records.
Values run as follows: Mdm2 ligase inh	Tb hexokinase	14-3-3 Bad PPI	EBV gp42 block	NCF1 inh	Hck Nef HTS	Runt-SMMHC FRET	L929 necroptosis	Runt-CBFb FRET
CC(NC(=O)Nc1ccccc1)C(c1ccccc1)N1CCOCC1 (centres undefined)
  6.1	27.7	-5.7	-5.3	-5.7	0.3	-1.3	0.8	0.0
CCOc1cc(C)c(Cl)cc1S(=O)(=O)NCCOC
  0.2	-1.4	13.3	-14.8	-5.6	4.0	-4.5	-0.4	-0.1
CN(c1ccccc1)C1CCCCC1NS(=O)(=O)c1ccc(Cl)cc1 (centres undefined)
  x	14.9	-2.1	-1.4	-23.9	2.4	-0.6	1.1	-0.8
FC(F)(F)c1nnc2ccc(N3CCN(c4ccccc4)CC3)nn12
  -17.6	-8.0	-2.1	0.7	-11.7	0.8	1.8	0.4	-2.9
O=C(Nc1ccc(S(=O)(=O)NCc2ccccc2)cc1)Nc1ccc2c(c1)OCO2
  -3.5	2.2	-5.6[fluorescence artefact?]	-11.8	-17.6	13.3	-2.3	0.5	1.1
CC1(C)Cc2nc3sc4c(N(CCO)CCO)ncnc4c3cc2CO1
  -14.9	-17.6	3.9	-4.8	2.4	0.5	-4.0	0.9	-2.1
COc1ccc(N2CCN(C(=O)C3=NNC(=O)CC3)CC2)cc1
  -5.0	-3.7	-25.3[fluorescence artefact?]	-20.5	-9.7	3.6	0.9	0.5	-1.2
COc1ccc(OCC(=O)N/N=C(\C)CC(=O)Nc2cccc([N+](=O)[O-])c2)cc1
  32.1*	-5.5	-13.3	-15.1	-4.3	20.1	-2.5	3.8	0.9
Cc1ccc(N(CC(=O)NCCSCc2ccco2)S(=O)(=O)c2ccc(F)cc2)cc1
  -23.9	5.0	-2.6	-8.7	x	-6.9	-2.6	-0.8	-1.7
COc1ccc(NC(=O)COC(=O)c2ccc(F)cc2F)cc1
  -4.2	2.5	-1.6	-6.3	3.4	20.5	-0.1	0.6	-0.2
Cc1nc(Oc2ccc(Cl)cc2)c2oc3ccccc3c2n1
  -3.1	-2.2	1.5	-24.7	-19.1	0.9	-7.9	-0.1	x
CCn1ccnc1CN(C)Cc1cn(-c2cccc(C)c2)nc1-c1cccc(F)c1
  -0.1	-6.5	3.1	-1.1	1.1	-7.2	-2.7	0.1	-4.9
O=[N+]([O-])c1ccc(N=NNc2ccccc2)cc1
  -10.6	-4.6	2.5	-2.6	-4.5	28.4	-6.3	3.3	-5.6
Oc1c(C(c2ccco2)N2CCOCC2)sc2ncnn12 (centres undefined)
  -1.2	-17.7	7.9	-16.1	5.6	1.8	5.3	1.7	22.1
Cn1cccc1/C=N/NC(N)=S
  4.9	-53.2	-9.6	-10.9	-7.6	-9.8	2.4	2.8	1.7
O=C1c2cccc3cc([N+](=O)[O-])cc(c23)C(=O)N1CCN1CCCC1
  -30.0	-36.4	29.7	4.0	2.8	9.3	-0.2	20.0	-2.0
Cc1ccc(OCCOc2cccc(Br)c2)c([N+](=O)[O-])n1
  -4.8	29.1	1.6[fluorescence artefact?]	15.8	9.2	-0.2	1.7	-0.1	-2.2
Cc1ccc(CNC(=O)Cc2ccc(-c3ccccc3)cc2)cc1
  -1.9	-15.2	7.4	-21.1	-0.6	-1.6	-3.5	-0.1	-2.3
Cn1c(=O)c2c(SCC(=O)c3ccccc3)nc(C3CC3)nc2n(C)c1=O
  -7.3	-9.7	9.2[fluorescence artefact?]	-1.5	0.2	0.4	-2.4	-0.2	-2.0
COc1ccc(C2CC(c3ccccc3)=NN2C(=O)COC(=O)c2cccnc2Cl)cc1 (centres undefined)
  -4.0	-4.7	6.0	-36.3	-11.4	1.0	-4.7	-0.5	-2.2
CCCc1nnc(SCC(=O)N2C(C)CCCC2C)n1CCCOC (centres undefined)
  -3.7	-2.2	-6.4	-18.2	-4.5	1.5	-1.5	0.9	-0.7
CN(Cc1ccccc1)C(=O)COC(=O)CCNC(=O)c1ccccc1Cl
  -1.5	3.4	-12.2	-8.2	-15.8	-0.5	1.3	1.1	2.1
Cc1ccc(Sc2ccc(N)cn2)cc1
  -7.8	-6.7	-3.6	-14.7	-5.3	-0.4	1.5	1.4	0.0
O=C(Nc1ccccc1C(=O)NC(Cc1c[nH]c2ccccc12)C(=O)O)c1ccco1 (centres undefined)
  -10.3	3.3	-3.9	-15.6	-0.8	0.0	0.9	0.1	-0.3
CCn1c(NCc2ccc3c(c2)OCO3)nc2ccccc21
  -15.9	3.9	-6.5	-8.6	-7.2	-0.5	-2.7	0.2	x
O=C(NCc1ccncc1)c1nc(-c2cccs2)no1
  -0.5	1.1	-9.3	1.1	-11.3	-3.2	0.5	0.6	-2.2
Cc1cc(C)n(-c2nnc(C)c(=O)[nH]2)n1
  x	4.0	18.7	-15.8	1.6	-0.3	-4.3	-0.1	-0.1
CCOC(=O)N1CCC(NS(=O)(=O)c2ccccc2)CC1
  -8.2	20.6	-1.9	-9.9	-3.0	-8.2	-0.4	-0.2	-0.4
COc1nc2ccc(C)cc2cc1-c1noc(-c2cccnc2)n1
  3.4	-6.3	-1.9[fluorescence artefact?]	-6.9	-18.8	3.8	-4.2	-0.6	-0.1
Cc1ccc(CSc2nnc(-c3cccc(S(=O)(=O)N4CCOCC4)c3)n2C2CCCC2)cc1
  27.8	3.2	5.0[fluorescence artefact?]	-8.0	-9.1	3.3	-3.8	-0.1	-7.4
O=C(N/N=C/C=C/c1ccccc1)c1cnccn1
  4.5	-61.5	-5.2	0.2	-13.0	13.5	1.3	-1.2	1.8
Cc1ccc(S(=O)(=O)N(C)c2ccc(NS(C)(=O)=O)cc2)cc1
  -10.3	2.7	-1.0	-9.6	-14.3	0.6	-3.0	2.9	-0.4
COc1ccc(N=Cc2cc(Cl)ccc2O)cc1Cl
  -17.5	3.6	-9.0	0.6	-11.6	3.4	-9.5	0.0	-1.8
O=[N+]([O-])c1cccnc1SCc1c(F)cccc1Cl
  -10.2	-1.9	-4.6	-8.4	-8.0	5.2	-2.3	-0.1	0.9
O=C(O)CNC(=O)/C=C/c1c(Cl)cccc1Cl
  -3.5	-0.2	1.4	-9.7	-5.0	-8.2	0.1	0.7	0.3
CN1CCN(c2ccc(-c3ccc4ccccc4n3)cc2)CC1
  -87.8	-15.3	13.6	0.4	-4.5	-5.6	3.3	15.5	1.0
COC(=O)C1CCN(C(=O)c2ccc(Cl)c(S(=O)(=O)NCc3cccnc3)c2)CC1
  -20.4	2.0	5.4	-13.8	-8.1	1.5	-2.9	0.6	1.8
CCOC(=O)N1CCN(S(=O)(=O)c2cc(OCC(=O)NC3CCCCC3)c(C)cc2Cl)CC1
  0.2	-3.4	-0.4	-0.3	-9.0	-13.7	1.6	-0.1	-1.5
CCC(C(=O)Nc1cc(C(=O)O)ccc1C)c1ccccc1 (centres undefined)
  -12.7	-1.3	-9.7	-7.8	-0.6	-2.5	2.2	0.7	-0.8
O=C(COc1ccc(Cl)cc1)Nc1ccccc1C(=O)NCc1ccco1
  5.2	-0.1	-15.7	4.5	-2.1	2.3	0.5	0.5	-2.2

Screening data as filed in PubChem BioAssay.
